Sm TGR inh – qHTS Assay for the Inhibitors of Schistosoma Mansoni Peroxiredoxins; Schistosoma mansoni thioredoxin glutathione reductase (TGR), Q962Y6; purified TGR, DTNB reduction, TNB absorbance 405 nm; Potency, µM (highest dose often 114 µM), for the others: top-dose activity change, negative = inhibition, most hits filed as inhibitors; 360,000 compounds, 3% hits; also: nearly all actives have a fitted effect of over 60% in size
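TGR 20 nM + NADPH 100 uM (dispensed conc.), cpd preinc 15 min RT; start with NADPH (500 uM addition) then DTNB (15 mM addition). Kinetic TNB absorbance, 405 nm filter. Four-parameter Hill fit across titration.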
HCV inhibitor – qHTS Assay for Inhibitors of Hepatitis C Virus (HCV). AID 651820, 2012. Huh7.5.1 HCVcc-Cre infection, luciferase reporter, 44 h. Potency, µM (highest dose often 41.8 µM), for inactives: top-dose activity change, negative = inhibition, usual class: inhibitors. 340,000 compounds, 3.4% hits
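Cells seeded at 1,000/well and cultured 4 h, then compounds added followed by HCVcc-Cre virus (~0.5 moi). After 44 h further culture, luciferase substrate was added, plates held 15 min at room temperature, and luminescence read for 15 sec.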
LmPK inh – qHTS Assay for Inhibitors of Leishmania Mexicana Pyruvate Kinase (LmPK) | Q27686 | purified LmPK, Kinase-Glo ATP luminescence, 1 h | Potency, µM (series often up to 57.5 µM), inactives show at the highest dose activity change, negative = inhibition, hits mostly inhibitors | 290,000 compounds, 0.37% hits | AID 1721, 2009
Target sequence (Q27686 whole entry, looked up): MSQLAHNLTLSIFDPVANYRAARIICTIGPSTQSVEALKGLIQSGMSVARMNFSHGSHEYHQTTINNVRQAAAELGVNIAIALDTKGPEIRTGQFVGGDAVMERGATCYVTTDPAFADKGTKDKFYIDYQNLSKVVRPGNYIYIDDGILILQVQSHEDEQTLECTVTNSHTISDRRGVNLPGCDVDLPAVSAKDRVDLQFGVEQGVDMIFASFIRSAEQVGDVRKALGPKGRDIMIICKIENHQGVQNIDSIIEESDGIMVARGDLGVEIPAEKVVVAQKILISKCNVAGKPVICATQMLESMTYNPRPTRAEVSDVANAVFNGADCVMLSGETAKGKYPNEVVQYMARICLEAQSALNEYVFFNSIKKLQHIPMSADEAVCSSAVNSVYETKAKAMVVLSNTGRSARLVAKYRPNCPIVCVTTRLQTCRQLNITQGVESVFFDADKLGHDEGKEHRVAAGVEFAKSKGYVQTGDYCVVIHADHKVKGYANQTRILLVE
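In 50 mM imidazole pH 7.2 with 7 mM MgCl2, LmPK (0.1 nM) turned over PEP (0.5 mM) and ADP (0.1 mM) for 1 h at room temperature. Luciferase read-out of ATP.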
Pf growth 48h – Primary qHTS for delayed death inhibitors of the malarial parasite plastid, 48 hour incubation; 310,000 compounds, 5.9% hits; AID 504832, 2011; Potency, µM (titrated, usually from 28.7 µM), without a hit: at the top dose activity change, negative = inhibition, usual class: inhibitors; P. falciparum luciferase growth in erythrocytes, 48 h
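A one-generation exposure of luciferase-tagged malaria parasites in RPMI 1640/Albumax erythrocyte culture, 37 C and 5% CO2. Inhibition is inferred from decreased luminescence after adding detection reagent.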
Pf growth 96h – Primary qHTS for delayed death inhibitors of the malarial parasite plastid, 96 hour incubation. Potency, µM (series often up to 28.7 µM), inactives show at the top dose activity change, negative = inhibition, most hits filed as inhibitors. AID 504834, 2011. 320,000 compounds, 6.9% hits. P. falciparum luciferase reporter growth, 96 h
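Cell-based qHTS: luciferase-tagged P. falciparum in erythrocytes (2% hematocrit, 0.05% parasitemia final) incubated with compounds for 96 hours, 37 C, 5% CO2; luciferase detection reagent then added and luminescence measured.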
TbPYK inhibitor – qHTS of Trypanosoma Brucei Inhibitors. 410,000 compounds, 0.12% hits. pyruvate kinase (Trypanosoma brucei), Q57TT1. AID 624173, 2012. Potency, µM (doses to about 76.8 µM), inactives show top-dose activity, negative = inhibition, actives largely listed as inhibitors. TbPYK enzyme, Kinase-Glo Plus ATP luminescence, 45 min; also: nearly all actives have a fitted effect of over 50% in size
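Assay buffer: 50 mM TEA pH 7.2, 100 mM KCl, 10 mM MgCl2, 0.05% BSA, 0.01% Tween-20. Pyruvate kinase from T. brucei plus substrate met compound, then ADP (130 uM final). Luminescence was read post 45 min RT.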
Active calls of the source: *; u = inconclusive; x = no result given; [ ] = another dose, or the depositor's remark. Calls follow the shape of the dose curve; as a rule, active = well fitted curve in the direction sought with a large enough effect; inconclusive = small, poorly fitted or top-dose-only effect, or another doubt; inactive = no such curve, though single readings can be large; an effect the other way counts as inactive or inconclusive. % is scaled to controls: 0 for no effect and ±100 for the full control effect; potency is read from the fitted curve at half-maximal effect.

entry | Compound | Sm TGR inh | HCV inhibitor | LmPK inh | Pf growth 48h | Pf growth 96h | TbPYK inhibitor
1 | CC(C)(C)c1ccc(/C=C/C(=O)Nc2nncs2)cc1 | -5% | 5% | 0% | 291%[activator] | 15% | -5%
2 | C=CCc1cccc(/C=N/NC(=O)CCCNc2ccc(C)cc2)c1O | -13% | -11% | 2% | -8% | u | 6%
3 | CCCCOC(=O)C1=C(C)Nc2ncnn2C1c1ccc(OC)c(OC)c1 (configuration not stated) | 3% | 9% | 4% | u | x | -7%
4 | Cc1nn(-c2ccccc2)c2c1C(c1cccs1)C(C#N)=C(N)O2 (configuration not stated) | -26% | 22% | 1% | x | u | -6%
5 | Fc1cccc(CNCCc2c[nH]c3ccccc23)c1 | -8% | 9% | -2% | 7% | u | 8%
6 | O=C(NC(Cc1ccccc1)C(=O)O)/C(=C/c1ccccc1)NC(=O)c1ccco1 (configuration not stated) | -2% | 13% | -5% | 25% | 5.2µM* | 35%
7 | CCCCC1CCC(C(=O)N(CCCC)c2c(N)n(CCCC)c(=O)[nH]c2=O)CC1 (configuration not stated) | 10% | u | -4% | -8% | u | -4%
8 | Cn1nnnc1SCCNS(=O)(=O)c1ccccc1 | 6% | -3% | 0% | 34%[activator] | x | 12%
9 | CC(Oc1ccccc1)c1ccn[nH]1 (configuration not stated) | x | 5% | 3% | 15% | 16% | 1%
10 | CCOc1ccccc1C(=O)N(Cc1ccc(C)o1)C1CCS(=O)(=O)C1 (configuration not stated) | u | 5% | 0% | 17% | 9% | -19%
11 | Cc1ccc(NC(=O)CN(C)C(=O)CCCN2C(=O)c3ccccc3C2=O)cc1 | -1% | 7% | 4% | u | u | -1%
12 | CCOC(=O)C1CCN(c2c(NCCCN3CCCCC3)c(=O)c2=O)CC1 | -4% | 7% | -1% | -6% | 19% | -7%
13 | CCOP(=O)(OCC)C(NC(=O)C(Cl)Cl)C(Cl)(Cl)Cl (configuration not stated) | 1% | 9% | -7% | -9% | 1% | -2%
14 | CCCC1S/C(=N/N=C/c2ccc(OC)cc2)N(Cc2ccc(OC)cc2)C1=O (configuration not stated) | 9% | -11% | -3% | u | 10µM* | 8%
15 | C=CCN1CC2(c3ccccc3)CN(CC=C)CC(c3ccccc3)(C1)C2=O | 0% | 25% | 7% | 7% | u | -6%
16 | CC(Oc1cccc(Cl)c1)C(=O)N1CCCN(C)CC1 (configuration not stated) | 0% | 10% | -4% | 26% | 24% | 3%
17 | COc1ccc(OC)c(NC(=O)CC2Oc3ccccc3NC2=O)c1 (configuration not stated) | 9% | -25% | 11% | 38%[activator] | 1% | 0%
18 | CCCn1c(-c2ccccc2)nc2c(=O)n(C)c(=O)[nH]c21 | 12% | 9% | -7% | 74%[activator] | 19% | 3%
19 | COc1ccc(CCN2CC(C(=O)NCc3ccccc3)CCC2=O)cc1 (configuration not stated) | 5% | 21% | -2% | 8% | 14% | -4%
20 | CC(C)C1Cc2nc(Cl)c(C#N)cc2CO1 (configuration not stated) | u | -1% | 3% | 41%[activator] | 88%[activator] | 0%

Profiles from above.
Cc1nn(-c2ccccc2)c2c1C(c1cccs1)C(C#N)=C(N)O2 (configuration not stated) is listed as Sm TGR inh = -26%; HCV inhibitor = 22%; LmPK inh = 1%; Pf growth 48h = x; Pf growth 96h = u; TbPYK inhibitor = -6%
C=CCc1cccc(/C=N/NC(=O)CCCNc2ccc(C)cc2)c1O is listed as Sm TGR inh = -13%; HCV inhibitor = -11%; LmPK inh = 2%; Pf growth 48h = -8%; Pf growth 96h = u; TbPYK inhibitor = 6%

Other entries
entry | Compound | Sm TGR inh | HCV inhibitor | LmPK inh | Pf growth 48h | Pf growth 96h | TbPYK inhibitor
21 | Cc1ccc(OCCC(=O)Nc2ccccc2C(=O)NC2CC2)cc1 | -24% | -24% | -7% | -8% | -20% | 30%
22 | Cc1ccc(/C=N/NC(=O)c2cccc(NC(=O)c3ccccc3Cl)c2)o1 | -22% | -17% | -3% | -7% | 1.2µM* | 0%
23 | CC(C(=O)NCCc1ccc(F)cc1)N1CCN(Cc2ccccc2)CC1 (configuration not stated) | -10% | 8% | -2% | u | 5.2µM* | 1%
24 | CCOc1ccccc1N(CC(=O)Nc1cccnc1)S(=O)(=O)c1ccc(C)cc1 | 9% | -11% | -4% | u | 38%[activator] | 4%
25 | COC(=O)c1c(NC(=O)CSc2ccccc2N)sc(C)c1C | 7% | u | 8%[11.5 µM] | u | u | 4%
26 | CCc1ccc(NC(=O)C(C)OC(=O)/C=C/c2cccc([N+](=O)[O-])c2)cc1 (configuration not stated) | 8% | 11% | -1% | 24% | 36%[activator] | -1%
27 | CCCCc1nc2cc(C(=O)N(C)C(C)c3ccccn3)ccc2o1 (configuration not stated) | 1% | 4% | -15% | -3% | 22% | -4%
28 | C=CCn1c(O)c(C(CC)=NCCN2CCN(C(=S)NC)CC2)c(=O)[nH]c1=O | 1% | 19% | 4% | 0% | u | -20%
29 | Cc1cc(NC(=O)CN2CCN(C/C=C/c3ccccc3)CC2)c([N+](=O)[O-])cc1C | -3% | -18% | 2% | -1% | -4% | -1%
30 | CC1=NN(c2ccccc2)C(=O)C1(C)C | -11% | 12% | -4% | 4% | 9.3µM* | -7%
31 | CS(=O)(=O)c1ccc2c(c1)SC1=NC(=O)/C(=C/c3ccco3)C(=N)N12 | 20µM* | -12% | 1% | x | -22% | u
32 | CCCc1cc(C(=O)N2CCCC(Cc3cccc(Cl)c3)(C(=O)OCC)C2)n(C)n1 (configuration not stated) | 1% | u | 9% | u | u | -2%
33 | Cc1ccc(-c2nnn(CC(=O)N(Cc3ccco3)C(C(=O)NC(C)(C)C)c3ccc(C)o3)n2)o1 (configuration not stated) | -9% | 11µM* | 5% | u | -1% | 1%
34 | CC(C)(C)C(=O)NNC(=O)C1CC1(c1ccccc1)c1ccccc1 (configuration not stated) | 5% | 11% | 0% | x | -12% | 3%
35 | COc1ccccc1C(C(=O)NC1CCCCC1)N(C(=O)c1csnn1)C1CC1 (configuration not stated) | 35% | 0% | 11% | -23% | -2% | 7%
36 | c1ccc(Cc2nnc3sc(C4COc5ccccc5O4)nn23)cc1 (configuration not stated) | 0% | -15% | -3% | -7% | u | -13%
37 | Cc1sc2nc(SCC(=O)N(CCO)CCO)nc(N)c2c1C | 3% | 18% | -4% | 42%[activator] | 30% | -2%
38 | COc1ccc(N2CCN(C(=O)CSc3nnc(-c4ccco4)n3C)CC2)cc1 | -16% | -14% | 5% | -11% | -13% | -6%
39 | COc1cccc(NC(=O)N2CCCC2C(=O)Nc2ccc3c(c2)OCO3)c1 (configuration not stated) | -10% | -10% | 4% | u | 29% | -2%
40 | O=C(CSc1nc2ccccc2[nH]1)NC1CCCc2ccccc21 (configuration not stated) | 4% | u | 0% | 3% | u | 13%
41 | O=C(COc1ccccc1)N1CCN(C(=O)Cc2ccccc2)CC1 | 0%[11.4 µM] | -9% | -3% | x | -22% | 1%
42 | CCOC(=O)/C(C#N)=C/C1=C(N2CCOCC2)CC(C)(C)OC1 | 28µM* | -23% | -4% | 19% | 24% | 0%
43 | CCCCCCCCCCCCN1C(=O)CSC1c1cccnc1 (configuration not stated) | -1% | u | 1% | 1.9µM* | 1.7µM* | -8%
44 | COc1ccc(CNC(=O)CCC(=O)N2CCN(C(C)=O)CC2)cc1 | -3% | 10% | 5% | -20% | -18% | 0%
45 | Fc1ccccc1Nc1nc2c(s1)CCc1ccccc1-2 | u | u | -5% | 269%[activator] | 1% | x
46 | COc1ccc(C(=O)NCC(=O)OCC(=O)Nc2cccc(S(=O)(=O)N3CCCC3)c2)cc1 | 7% | 4% | 2% | -11% | 107%[activator] | -7%
47 | CC1(C)OC(=O)C(C(c2ccccc2)C(C#N)C(N)=O)=C(O)O1 (configuration not stated) | 9% | 18% | 3% | 11% | 43%[activator] | 0%
48 | CCOC(=O)N1CCN(C(=O)Nc2ccc3nc(C)sc3c2)CC1 | 1% | u | -1% | 0% | x | -1%
49 | CC(=O)Nc1ccc(-c2csc(NNC(=O)c3ccc(C)cc3)n2)cc1 | x | -8% | 1% | 6% | 14% | 1%
50 | COc1ccc(OCCSc2nc3ccccc3n2CC(=O)O)cc1 | 0% | -8% | -7% | -2% | x | -16%
51 | COc1ccccc1/C=C1\SC(=S)N(CCC(=O)N2CCN(C)CC2)C1=O | 4% | -19% | -2% | 12µM* | 17% | -7%
52 | CC1=C(c2ccccc2)[N+](=O)C2(CCCC2)N1[O-] | 11%[11.4 µM] | 15% | 9% | x | x | -7%
53 | CCOc1cc(/C=N\Nc2nc(Nc3ccccc3)nc(N3CCOCC3)n2)ccc1OC(=O)c1ccco1 | -5% | u | 3% | u | 7% | -1%
54 | O=C1c2ccccc2C(=O)N1CCCCON1C(=O)c2ccccc2C1=O | -12% | 25% | 2% | 10% | 7% | -2%
55 | CCOC(=O)C1(CCc2ccccc2)CCN(C(=O)[C@@H]2C[C@@H](C)NC(=S)N2)CC1 | -4% | u | 6% | u | u | -26%
56 | Cc1cccc(NC(=S)NNC(=O)CC(C)O)c1C (configuration not stated) | -36% | 13% | -3% | 38%[activator] | 43%[activator] | -1%
57 | Cc1ccc(C(=O)OCC(=O)N2CCCc3ccccc32)cc1C | -8% | -23% | x | 10% | 0% | -1%
58 | O=C1N(CN2CCOCC2)c2ccccc2C12OCC(CCl)O2 (configuration not stated) | -28% | 6% | 0% | u | 0% | -3%
59 | CC1=C(C)CC(C(=O)NCCc2ccccc2)C(C(=O)O)C1 (configuration not stated) | -11% | 10% | 4% | x | 25% | 0%
60 | O=C(NC1CCCCC1)C1CCCN(S(=O)(=O)c2cnc[nH]2)C1 (configuration not stated) | 4% | -3% | 0% | x | 19% | 0%

The last two entries of the section above open the next one:
entry | Compound | Sm TGR inh | HCV inhibitor | LmPK inh | Pf growth 48h | Pf growth 96h | TbPYK inhibitor
59 | CC1=C(C)CC(C(=O)NCCc2ccccc2)C(C(=O)O)C1 (configuration not stated) | -11% | 10% | 4% | x | 25% | 0%
60 | O=C(NC1CCCCC1)C1CCCN(S(=O)(=O)c2cnc[nH]2)C1 (configuration not stated) | 4% | -3% | 0% | x | 19% | 0%
61 | O=C(O)CCNS(=O)(=O)c1ccccc1Br | 8% | 2% | -2% | 7% | 28% | -1%
62 | CCOC(=O)N1CCC(NC(=S)Nc2ccc3nc(N4CCN(C)CC4)cc(C)c3c2)CC1 | -34% | 10µM* | 8% | u | -21% | 2%
63 | COC(=O)c1sccc1NC(=O)c1cnc2cc(C)nn2c1C | 12% | 21% | -4% | x | u | 1%
64 | CN(C)CCCN(C(=O)c1ccc(N2C(=O)CCC2=O)cc1)c1nc2c(F)cccc2s1 | -14% | -12% | 2% | 9% | -5% | -1%
65 | Cc1ccc(C(=O)Nc2ccc(C(=O)N/N=C/c3ccc(C)o3)cc2)cc1 | -30% | u | -6% | u | -7% | 1%

Of the compounds above, two have a nitro group on carbon.
entry | Compound | Sm TGR inh | HCV inhibitor | LmPK inh | Pf growth 48h | Pf growth 96h | TbPYK inhibitor
26 | CCc1ccc(NC(=O)C(C)OC(=O)/C=C/c2cccc([N+](=O)[O-])c2)cc1 (configuration not stated) | 8% | 11% | -1% | 24% | 36%[activator] | -1%
29 | Cc1cc(NC(=O)CN2CCN(C/C=C/c3ccccc3)CC2)c([N+](=O)[O-])cc1C | -3% | -18% | 2% | -1% | -4% | -1%

Screening data as filed in PubChem.
